# Compound activity (PubChem)
# ERK EGF inh: qHTS Assay for Inhibitors of the ERK Signaling Pathway using a Homogeneous Screening Assay; Stimulation with EGF; 130,000 tested, 0.41% active; AID 1454, 2008; Potency, µM (highest dose often 11.5 µM), inactives show at the top dose activity change, negative = inhibition, usual class: inhibitors; HEK293-V1b, EGF-stimulated phospho-ERK AlphaScreen; active means well fitted inhibition curve with a large enough effect; inconclusive means small, poorly fitted or top-dose-only effect, or effect the other way;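 further: plate controls were stimulated vehicle wells for no effect and unstimulated vehicle basal for full effect; nearly all actives have a fitted effect of over 55% in size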
#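 Stably V1b-transfected HEK293 cells; 30 min compound, then EGF 25 nM final for 5 min at 37C; 10 min lysis; phospho-ERK by AlphaScreen after 5 hr beads at room temperature.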
# * = called active by the depositor; ? = inconclusive; & = joins results of further samples; [ ] = another dose, or the depositor's remark. Potency means the concentration at half of the fitted maximal effect. These rows are one share of the data; rates above refer to the full screens.
> CC1=CC(C)(C)N(C(=O)CCl)c2ccccc21
  ERK EGF inh: -9%
> COc1ccc(OCCCC(=O)NCCc2nc3ccccc3[nH]2)cc1
  ERK EGF inh: -1%
> Cc1cc(C(=O)NNc2cc(Cl)ccc2Cl)no1
  ERK EGF inh: 1%[57.5 µM]
> Cc1nc2ccccn2c1C(=O)N=Nc1c(O)[nH]c2ccccc12
  ERK EGF inh: 6%
> Cc1cc(C)c(NC(=O)NC2CCCCC2)c(C)c1
  ERK EGF inh: -8%
> C=CCC1c2cccc(C(=O)O)c2C(=O)N1c1cccc(OC)c1 (configuration not stated)
  ERK EGF inh: 8%
> CCN(CC)CC(=O)Nc1cc(N(C)C)nc2ccccc12
  ERK EGF inh: -1%[57.5 µM]
> COc1cccc(NC(=O)OCCN2CCN(Cc3ccccc3)CCC2=O)c1
  ERK EGF inh: -14%
> Cc1ccc(NC(=O)Cn2nnc(C(=O)NCc3cccs3)c2N)cc1
  ERK EGF inh: -12%
> C=CCNC(=O)Nc1ccc(Cl)cn1
  ERK EGF inh: -1%
> O=C(COc1cccc2c1CCN(Cc1ccc(Cl)cc1)C2=O)N1CCOCC1
  ERK EGF inh: -2%
> CN(C)CCOc1ccc2c(c1)Sc1ccccc1CC2=O
  ERK EGF inh: 11%
> NC(N)=NC1=NC(=O)/C(=C/c2ccccc2-n2cccn2)S1
  ERK EGF inh: -2%
> COc1ccc(-c2nc(-c3ccccc3)c(NC(C)(C)C)o2)cc1
  ERK EGF inh: -14%&-16%
> CC(C)CCNC(=O)c1onc(CSc2ccc(F)c(F)c2)c1C(=O)NCCC(C)C
  ERK EGF inh: -11%[57.5 µM]

> Cc1c(C(=O)OCCOc2ccc(Br)cc2)sc(=S)n1C
  ERK EGF inh: 0%
> CCOc1ccccc1N(C(=O)Cn1nnnc1-c1ccc(C)o1)C(CC)C(=O)NC(C)(C)C (configuration not stated)
  ERK EGF inh: 3%
> CCc1ccc2[nH]c(=O)c(CN(Cc3ccco3)C(=S)NCC3CCCO3)cc2c1 (configuration not stated)
  ERK EGF inh: -8%
> CCCCCC(=O)NNC(=O)c1c(O)c2ccccc2n(CC)c1=O
  ERK EGF inh: ?
> O=C(NCCc1ccccc1)c1ccco1
  ERK EGF inh: 0%
> Cc1nnc2n(-c3ccccc3)c(=O)c3c4c(sc3n12)CCCC4
  ERK EGF inh: 6%
> Cc1cccc(NC(=O)c2ccc([N+](=O)[O-])o2)c1
  ERK EGF inh: -11%[57.5 µM]
> Fc1ccc(CSc2ncnc3c2oc2ccccc23)cc1
  ERK EGF inh: 7%
> COc1cccc2cc(C(C)N(CCCN3CCOCC3)C(=S)Nc3cccc(C)c3)oc12 (configuration not stated)
  ERK EGF inh: -1%
> O=C(O)CC/C(=N/NC(=O)CNC(=O)C(c1ccccc1)c1ccccc1)c1ccccc1
  ERK EGF inh: 11%[57.5 µM]
> O=C1c2nc3cc(-c4ccco4)[nH]n3c(=O)c2CN1C1CCCCC1
  ERK EGF inh: -10%[57.5 µM]
> CC(C)OCCCNC(=S)NNC(=O)C(c1ccccc1)c1ccccc1
  ERK EGF inh: -20%
> CCOP(=O)(OCC)c1nc(-c2ccc(Cl)cc2Cl)oc1N1CCOCC1
  ERK EGF inh: 1%
> COc1ccccc1CN1C[C@@H]2C[C@@H](c3ccc(C)c(C)c3)N3CCC[C@@]23C1=O
  ERK EGF inh: 9%
> CCN1C(=O)CC(C(=O)NCCc2ccc(S(N)(=O)=O)cc2)SC1=Nc1ccc(OC)cc1 (configuration not stated)
  ERK EGF inh: -1%

> OCCCc1cn(-c2ccccc2)c2ccccc12
  ERK EGF inh: 4%
> CC(=O)Nc1ccc(OCC(O)CN2CCN(c3ccccc3Cl)CC2)cc1 (configuration not stated)
  ERK EGF inh: -2%
> COc1ccc(/C=N/N=C2/NC(=O)CC(C(=O)O)S2)cc1 (configuration not stated)
  ERK EGF inh: -8%
> CC1(C)C(=O)OC(c2c3ccccc3cc3ccccc23)C(C)(C)C1=O (configuration not stated)
  ERK EGF inh: ?
> Cc1cccc(CN2C[C@]34C=C[C@@H](C[C@@H]3S2(=O)=O)O4)c1
  ERK EGF inh: -5%[57.5 µM]
> Cc1ccc(CC(=O)Nc2ccc([N+](=O)[O-])cc2C)cc1
  ERK EGF inh: -1%
> CC(C)c1ccc(NC(=O)COC(=O)/C=C/c2cccc([N+](=O)[O-])c2)cc1
  ERK EGF inh: -7%
> Cn1cccc1/C=C1\SC(=S)N(Nc2ccccc2)C1=O
  ERK EGF inh: ?
> COc1cc(C(=O)N2CCN(c3cccc(C)c3C)CC2)cc(OC)c1OC
  ERK EGF inh: 1%
> Cc1ccccc1S(=O)(=O)NCc1ccc(N2CCN(C)CC2)cc1
  ERK EGF inh: 2%[57.5 µM]
> O=C(NCc1ccc2c(c1)OCO2)c1cccc(S(=O)(=O)N2CCCCC2)c1
  ERK EGF inh: 11%
> CCOC(=O)/C(C#N)=C/Nc1ccccc1NS(=O)(=O)c1cccc(C(C)=O)c1
  ERK EGF inh: -1%
> CCCCCOC(=O)C1C(c2ccccc2)C(C(=O)O)C1c1ccccc1 (configuration not stated)
  ERK EGF inh: -9%
> CCCc1nnc(SCC(=O)N2CCCC(C)C2)n1CCOC (configuration not stated)
  ERK EGF inh: 2%
> Cc1nc(N2CCN(Cc3ccc(Cl)cc3)CC2)c2oc3ccccc3c2n1
  ERK EGF inh: 8%[57.5 µM]

# Further entries follow.
Molecule	ERK EGF inh
Cc1ccc(C(C(=O)NC2CCCCC2)N(Cc2ccccc2)C(=O)Cc2c[nH]c3ccccc23)o1 (configuration not stated)	-3%
CN(C)S(=O)(=O)Oc1ccsc1C(=O)Nc1ccc(C(F)(F)F)cc1	-11%
COC(=O)COc1cccc2c(=O)n(CC(=O)NCc3ccc(F)cc3)ccc12	-10%[57.5 µM]
CCN1CC(CN(C)Cc2nc(COc3ccccc3)no2)CC1=O (configuration not stated)	-5%
Cc1ccc(SCC(=O)Nc2ccc(S(=O)(=O)Nc3nccs3)cc2)cc1	-14%
CC(/C=N\NC(=O)c1cc(C)oc1C)=C\c1ccccc1	7%
C[C@@H]1NC(=O)c2cc([N+](=O)[O-])cc(I)c2OCC[C@@H](C(N)=O)NC(=O)[C@H](CCC(=O)O)NC1=O	-1%
CN(C)CCNC(=O)c1onc(CSc2ccc(F)cc2)c1C(=O)NCCN(C)C	-3%[57.5 µM]
CCN1CCN(CC(O)COCC2COc3ccccc3O2)CC1 (configuration not stated)	6%
Cc1ccc(S(=O)(=O)/C=C\C#N)cc1	-1%
O=C(NC1CC1)C1CCN(C2CCN(C(=O)CCOc3ccccc3)CC2)CC1	-10%[57.5 µM]
O=C(Nc1nnc(-c2cccnc2)s1)c1cccs1	-12%[57.5 µM]

# Reprinted from the part before: four compounds, then new ones.
Molecule	ERK EGF inh
CCN1CCN(CC(O)COCC2COc3ccccc3O2)CC1 (configuration not stated)	6%
Cc1ccc(S(=O)(=O)/C=C\C#N)cc1	-1%
O=C(NC1CC1)C1CCN(C2CCN(C(=O)CCOc3ccccc3)CC2)CC1	-10%[57.5 µM]
O=C(Nc1nnc(-c2cccnc2)s1)c1cccs1	-12%[57.5 µM]
Cn1c(CSCCOc2ccccc2)n[nH]c1=S	13%[57.5 µM]
CCCN1C[C@H](CSC)C[C@H]2c3cccc4[nH]cc(c34)C[C@@H]21	-6%[25.7 µM]
CCCCN(C(=O)CCC(=O)Nc1cc(C)on1)C(C(=O)NC(C)(C)CC)c1cccc(OC)c1OC (configuration not stated)	10%[57.5 µM]
CCSc1ccc(-c2nn(-c3ccccc3)cc2/C=C(/C#N)C(=O)NCCCOC)cc1	3%
C=CCn1c2ccccc2c2nnc(SCc3[nH]c(=O)[nH]c3C(=O)CCCCC(=O)OCC)nc21	-1%
CCN(CC)CCn1c(=N)n(CC(O)c2ccc(OC)c(OC)c2)c2ccccc21 (configuration not stated)	-10%
COc1cc2c(c(OC)c1OC)-c1ccc(OC)c(=O)cc1[C@H](NC(C)=O)CC2	7%
COC(=O)c1ccc(CNC(=O)COC(=O)CCC2CCCC2)cc1	2%
C/C=C/C1=Cc2ccccc2C(C(C(=O)OC)C(=O)OC)N1C(=O)OC (configuration not stated)	-5%
O=C(NNC(=S)NC(=O)c1cn(-c2ccccc2)nc1-c1ccccc1)c1ccncc1	-5%[57.5 µM]
CCN1CCN(Cc2nc3c(c(=O)n(C)c(=O)n3C)n2CCc2ccccc2)CC1	-8%
CC(C)(C)NS(=O)(=O)c1cc(C(=O)O)ccc1Cl	-3%
CC1CCN(c2ccc(C(=O)NCc3ccc4c(c3)OCO4)cc2[N+](=O)[O-])CC1	?
O=C(O)Cc1cn(Cc2ccc(F)cc2)c2ccccc12	6%
Fc1ccccc1Cn1cnc(NC(=S)NCCc2ccccc2)n1	-9%
CC(Oc1ccc2c(=O)c(-c3ccc(Cl)cc3)c(C(F)(F)F)oc2c1)C(=O)O (configuration not stated)	3%[57.5 µM]
O=C(CCCN1C(=O)/C(=C/c2cccs2)SC1=S)Nc1ccc(O)c(C(=O)O)c1	6%
Cn1c(=O)c(N)c2c3c(c(Br)ccc31)C(=O)c1ccccc1-2	-1%[57.5 µM]
Cc1nc(N=Nc2ccc(O)cc2)n[nH]1	-8%[57.5 µM]
Cc1ccc(C(OCC(C)(C)C[N+](C)(C)C)c2ccccc2)cc1 (configuration not stated)	-5%
O=C(O)C/C(=C\c1ccc(N2CCOCC2)c([N+](=O)[O-])c1)c1nc2ccccc2s1	?
CC(C)C(=O)Nc1ccc([N+](=O)[O-])cc1Br	7%
O=C(NC(n1ccc(=O)[nH]c1=O)C(Cl)(Cl)Cl)C12CC3CC(CC(C3)C1)C2 (configuration not stated)	4%[57.5 µM]
C=CCNC(=O)Nc1ccc(Br)cc1Cl	-1%

# For convenience, part of the list above:
Molecule	ERK EGF inh
O=C(NC1CC1)C1CCN(C2CCN(C(=O)CCOc3ccccc3)CC2)CC1	-10%[57.5 µM]
O=C(Nc1nnc(-c2cccnc2)s1)c1cccs1	-12%[57.5 µM]
Cn1c(CSCCOc2ccccc2)n[nH]c1=S	13%[57.5 µM]
CCCN1C[C@H](CSC)C[C@H]2c3cccc4[nH]cc(c34)C[C@@H]21	-6%[25.7 µM]
CCCCN(C(=O)CCC(=O)Nc1cc(C)on1)C(C(=O)NC(C)(C)CC)c1cccc(OC)c1OC (configuration not stated)	10%[57.5 µM]
CCSc1ccc(-c2nn(-c3ccccc3)cc2/C=C(/C#N)C(=O)NCCCOC)cc1	3%
C=CCn1c2ccccc2c2nnc(SCc3[nH]c(=O)[nH]c3C(=O)CCCCC(=O)OCC)nc21	-1%
CCN(CC)CCn1c(=N)n(CC(O)c2ccc(OC)c(OC)c2)c2ccccc21 (configuration not stated)	-10%
COc1cc2c(c(OC)c1OC)-c1ccc(OC)c(=O)cc1[C@H](NC(C)=O)CC2	7%
COC(=O)c1ccc(CNC(=O)COC(=O)CCC2CCCC2)cc1	2%
C/C=C/C1=Cc2ccccc2C(C(C(=O)OC)C(=O)OC)N1C(=O)OC (configuration not stated)	-5%
O=C(NNC(=S)NC(=O)c1cn(-c2ccccc2)nc1-c1ccccc1)c1ccncc1	-5%[57.5 µM]
CCN1CCN(Cc2nc3c(c(=O)n(C)c(=O)n3C)n2CCc2ccccc2)CC1	-8%
CC(C)(C)NS(=O)(=O)c1cc(C(=O)O)ccc1Cl	-3%
CC1CCN(c2ccc(C(=O)NCc3ccc4c(c3)OCO4)cc2[N+](=O)[O-])CC1	?
O=C(O)Cc1cn(Cc2ccc(F)cc2)c2ccccc12	6%
Fc1ccccc1Cn1cnc(NC(=S)NCCc2ccccc2)n1	-9%
CC(Oc1ccc2c(=O)c(-c3ccc(Cl)cc3)c(C(F)(F)F)oc2c1)C(=O)O (configuration not stated)	3%[57.5 µM]
O=C(CCCN1C(=O)/C(=C/c2cccs2)SC1=S)Nc1ccc(O)c(C(=O)O)c1	6%
Cn1c(=O)c(N)c2c3c(c(Br)ccc31)C(=O)c1ccccc1-2	-1%[57.5 µM]
Cc1nc(N=Nc2ccc(O)cc2)n[nH]1	-8%[57.5 µM]
Cc1ccc(C(OCC(C)(C)C[N+](C)(C)C)c2ccccc2)cc1 (configuration not stated)	-5%
O=C(O)C/C(=C\c1ccc(N2CCOCC2)c([N+](=O)[O-])c1)c1nc2ccccc2s1	?

# (continued)
Molecule	ERK EGF inh
Cc1cc([N+](=O)[O-])nn1CCCC(=O)NCc1ccccc1	1%
COC(=O)c1cc(NS(=O)(=O)c2cccc(Cl)c2)ccc1N1CCOCC1	?
CCn1cc(C(=O)O)c(=O)c2cc(F)c(N3CCN(S(=O)(=O)c4ccc(Br)cc4)CC3)cc21	1%
CCCCN(C(=O)c1cc2ccccc2o1)c1c(N)n(CCC)c(=O)[nH]c1=O	-9%
CC1(C)CC(=O)C(N=Nc2cc3c(cc2[N+](=O)[O-])OCCO3)=C(O)C1	0%
Cn1c2ccc(CC(=O)O)cc2c2cc(CC(=O)O)ccc21	-34%[57.5 µM]
COCCNC(=O)CCSc1nc(-c2ccc(OC)cc2)cc(C(F)(F)F)n1	2%
CC(C)CC(=O)N=C1SC2CS(=O)(=O)CC2N1Cc1ccccc1 (configuration not stated)	-1%
N=C1S/C(=C\c2ccco2)C(=O)N1c1ccc2c(c1)OCO2	0%
O=C(c1cccc(F)c1)N1CCC2(CC1)CN(c1ccccc1)C2	-6%
CC(=O)Cn1ncc(Br)c(Br)c1=O	2%
Oc1c(C=C2N=c3ccccc3=N2)sc(=S)n1-c1ccccc1	2%
CCCCC(=O)N1CCCC(C)C1 (configuration not stated)	-4%[57.5 µM]
CCN(CC)CCOC(=O)C(Cc1cccc2ccccc12)CC1CCCO1 (configuration not stated)	6%
Cc1ccc(C(=S)N2CCN(Cc3ccccc3)CC2)s1	4%
COc1ccc(S(=O)(=O)N2CCOCC2)cc1NC(=O)c1cc2c(s1)CCCC2	0%
CC(=O)Nc1ccc(CN2CCCC(C(=O)c3cccc(C(F)(F)F)c3)C2)cc1 (configuration not stated)	-2%[57.5 µM]
COc1cccc(NC(=S)NCc2cccs2)c1	12%
